POLH inh: DNA polymerase eta (human) inhibition; recombinant Pol eta, fluorescent DNA replication assay; Potency, µM (titrated, usually from 114 µM), inactives show at the highest dose activity change, negative = inhibition, usual class: inhibitors; hit rate 1.2% among 390,000; also: % is scaled to controls: 0 for no effect and ±100 for the full control effect
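Fluorescent replication assay: 50 nM final substrate added after a 15 min room-temperature compound preincubation with 10 nM enzyme. Signal taken at 0 min and again at 10 min.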
POLB inh: inhibitors of human DNA polymerase beta. P06746. Pol beta primer extension/strand displacement, fluorescence kinetic. Potency, µM (top dose mostly 114 µM), inactives show top-dose activity change, negative = inhibition, actives largely listed as inhibitors. hit rate 1.3% among 340,000. AID 485314; also: % is scaled to controls: 0 for no effect and ±100 for the full control effect
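Reaction started by 50 nM substrate onto compound-treated Pol beta (10 nM, 15 min preincubation, room temperature); plates read at 0 min and 10 min. Normalized concentration-effect data fitted by four-parameter Hill equation.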
BLM helicase inh: blocks DNA unwinding by human BLM helicase. recombinant BLM DNA unwinding, fluorescence dequenching. Potency, µM (highest dose often 56.1 µM), for the others: at the top dose activity change, negative = inhibition, actives largely listed as inhibitors. hit rate 0.2% among 350,000;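 also: plate controls were vehicle for no effect and no enzyme for full effect; nearly all actives have a fitted effect of over 35% in size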
APEX1 inh: blocks human APE1 abasic DNA cleavage; recombinant APE1, TAMRA/BHQ-2 abasic DNA cleavage fluorescence; hit rate 0.35% among 350,000; Potency, µM (titrated, usually from 65.8 µM), without a hit: top-dose activity change, negative = inhibition, usual class: inhibitors; AID 2517; P27695;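 also: plate controls were vehicle for no effect and reference inhibitor for full effect; nearly all actives have a fitted effect of over 55% in size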
Target sequence (P27695 whole entry, looked up): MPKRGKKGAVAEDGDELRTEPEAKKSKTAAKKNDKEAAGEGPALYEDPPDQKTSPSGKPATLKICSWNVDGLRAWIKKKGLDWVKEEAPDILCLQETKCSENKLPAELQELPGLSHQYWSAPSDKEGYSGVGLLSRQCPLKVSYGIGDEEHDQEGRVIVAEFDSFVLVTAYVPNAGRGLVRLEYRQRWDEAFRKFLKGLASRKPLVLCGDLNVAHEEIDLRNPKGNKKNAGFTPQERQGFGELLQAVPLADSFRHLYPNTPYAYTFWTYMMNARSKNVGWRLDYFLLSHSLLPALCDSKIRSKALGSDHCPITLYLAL
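Substrate: short duplex with […] THF abasic site, 5'-TAMRA and 3'-BHQ-2, 50 nM final. APE1 at 0.75 nM, preincubated 15 min RT with compound. Fluorescence increase from first to third read measured activity.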
Pol iota inh: blocks human DNA polymerase iota activity | Q9UNA4 | Pol iota fluorescent replication assay, 10 min | Potency, µM (top dose mostly 115 µM), for the others: at the top dose activity, negative = inhibition, most hits filed as inhibitors | hit rate 1% among 390,000
Target sequence (Q9UNA4 whole entry, looked up): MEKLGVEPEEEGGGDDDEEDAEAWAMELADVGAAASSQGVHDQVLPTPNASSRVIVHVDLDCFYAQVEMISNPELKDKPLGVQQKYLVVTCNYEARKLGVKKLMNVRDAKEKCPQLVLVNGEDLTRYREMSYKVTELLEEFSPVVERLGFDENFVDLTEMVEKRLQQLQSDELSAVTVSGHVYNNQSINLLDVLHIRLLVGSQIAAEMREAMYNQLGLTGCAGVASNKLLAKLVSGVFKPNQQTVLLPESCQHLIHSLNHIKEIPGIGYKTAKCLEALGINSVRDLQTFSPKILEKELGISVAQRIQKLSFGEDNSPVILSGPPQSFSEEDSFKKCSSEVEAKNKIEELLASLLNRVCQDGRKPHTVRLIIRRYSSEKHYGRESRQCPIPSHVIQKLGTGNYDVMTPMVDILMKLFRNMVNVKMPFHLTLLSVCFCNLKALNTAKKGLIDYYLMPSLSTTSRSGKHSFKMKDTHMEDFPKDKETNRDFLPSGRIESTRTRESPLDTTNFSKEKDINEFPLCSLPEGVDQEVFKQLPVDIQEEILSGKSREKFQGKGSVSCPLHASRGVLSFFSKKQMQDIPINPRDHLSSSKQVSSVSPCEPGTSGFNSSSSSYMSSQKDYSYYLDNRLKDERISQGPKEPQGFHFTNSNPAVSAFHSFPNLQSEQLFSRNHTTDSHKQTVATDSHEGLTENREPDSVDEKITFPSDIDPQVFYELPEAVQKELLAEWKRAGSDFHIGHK
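Fluorescent replication assay read twice, at 0 min and 10 min after adding 50 nM (final) substrate. Enzyme (10 nM) and compounds were first incubated 15 min at room temperature; enzyme-free buffer wells were negative controls.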
G9a block: blocks human histone lysine methyltransferase G9a; Q96KQ7; G9a H3K9 monomethylation, AlphaScreen, 2 h; Potency, µM (top dose mostly 102 µM), for the others: at the highest dose activity, negative = inhibition, actives largely listed as inhibitors; hit rate 8.8% among 350,000; also: % is scaled to controls: 0 for no effect and ±100 for the full control effect; nearly all actives have a fitted effect of over 75% in size
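Quantitative HTS format: methyltransferase activity on a biotin-tagged H3K9 peptide is measured by AlphaScreen, using a rabbit anti-monomethyl-H3K9 antibody with streptavidin donor and anti-IgG acceptor beads. Final levels are 20 nM enzyme, 500 nM peptide, 20 uM SAM; 2 h RT.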
JMJD2A Tudor: blocks the human JMJD2A Tudor domain; AlphaScreen JMJD2A-Tudor / H3K4me3 peptide binding; Potency, µM (highest dose often 114 µM), for inactives: at the top dose activity change, negative = inhibition, actives largely listed as inhibitors; hit rate 4.4% among 390,000; also: % is scaled to controls: 0 for no effect and ±100 for the full control effect; nearly all actives have a fitted effect of over 50% in size
BAZ2B inh: blocks human BAZ2B | Q9UIF8 | AlphaScreen BAZ2B-H3K14Ac peptide displacement | Potency, µM (top dose mostly 114 µM), for the others: at the top dose activity change, negative = inhibition, actives largely listed as inhibitors | hit rate 4.4% among 360,000; also: % is scaled to controls: 0 for no effect and ±100 for the full control effect; nearly all actives have a fitted effect of over 60% in size
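AlphaScreen displacement of biotin-H3(5-23)K14Ac peptide (50 nM final) from BAZ2B (50 nM final) in PBS pH 7.4, 0.01% Tween-20; complex preformed 30 min RT, then compounds (top 110 uM) 30 min RT, beads 20 min dark.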
Pol kappa inh: DNA polymerase kappa (human) inhibition | Potency, µM (series often up to 107 µM), without a hit: at the top dose activity, negative = inhibition, usual class: inhibitors | hit rate 0.53% among 400,000 | purified Pol kappa, fluorescent DNA synthesis assay, 10 min | Q9UBT6; also: % is scaled to controls: 0 for no effect and ±100 for the full control effect
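Pol kappa 10 nM + cpd, 15 min RT; start w/ substrate 50 nM final; fluorescence kinetic read, 0 and 10 min. Neg ctrl: buffer, no enzyme.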
Starred values were filed as active, the others as inactive; ? = inconclusive; nt = no result given; [ ] = another dose, or the depositor's remark. Calls follow the shape of the dose curve; as a rule, active = well fitted curve in the direction sought with a large enough effect; inconclusive = small, poorly fitted or top-dose-only effect, or another doubt; inactive = no such curve, though single readings can be large; an effect the other way counts as inactive or inconclusive. Potency is read from the fitted curve at half-maximal effect. The list is partial; the hit share may differ from the screen's.

SMILES	POLH inh	POLB inh	BLM helicase inh	APEX1 inh	Pol iota inh	G9a block	JMJD2A Tudor	BAZ2B inh	Pol kappa inh
Cc1ccc(C)c(NC(=O)c2cc3ccccn3n2)c1	-0.7%	0.8%	1.0%	-6.9%	-9.0%	16.5%[59 µM]	-10.4%	0.1%	-4.9%
COC(=O)[C@]1(Cc2ccccc2)N[C@H](CN(C)C(=O)Nc2ccc(Cl)cc2)[C@@H]2C(=O)N(C)C(=O)[C@@H]21	-10.3%	nt	nt	-2.9%	13.6%	nt	-11.6%	nt	-10.0%
Cc1ccc2c(c1)N(CC(=O)NCCCN1C(C)CCCC1C)C(=O)c1cccnc1O2 (stereo not given)	-17.5%	19.0%	1.1%	7.9%	15.0%	nt	-2.8%	-5.9%	11.8%
Cc1ccc(NC(C(N)=O)c2c(C)[nH]c(=O)[nH]c2=O)cc1 (stereo not given)	-9.8%	9.3%	-1.3%	-0.8%	-7.5%	4.6%[12.7 µM]	-3.8%	10.5%	-12.4%
O=C1N[C@@H](Cc2ccccc2)COC(=O)[C@@H](Cc2ccc(F)cc2)CC/C=C/C[C@H]1CC(=O)N(CCO)Cc1ccccc1	-26.8%	nt	nt	-7.2%	-9.4%	nt	-30.3%	nt	-16.1%
O=C1CCCCN1CC(=O)N1CCCC(N2CCN(c3ccccc3F)CC2)C1 (stereo not given)	-4.5%	90.1%	1.3%	19.6%	29.1%	13.1%	-2.1%	0.5%	2.3%
O=C(Nc1nc(-c2ccccn2)cs1)c1ccc(-c2ccccc2F)o1	-24.3%	nt	nt	32.9%	53.7%[activator]	43.1%[activator][12.7 µM]	?	79.4µM*	-4.0%
COc1ccc(C)cc1NC(=O)CSc1nnc2ccc(-c3ccncc3)nn12	-2.4%	nt	nt	-7.3%	-13.6%	5.3%	-23.3%	9.5%	4.9%
COc1ccc(NS(=O)(=O)c2ccc(C)c(NC(=O)c3ccc(C)c(S(=O)(=O)N4CCOCC4)c3)c2)cc1	-3.3%	1.5%	-2.8%	2.7%	nt	-7.1%[59 µM]	-19.2%	-4.9%	-3.1%
O=C(Nc1ccon1)c1ccc(F)c(S(=O)(=O)N2CCCCC2)c1	-12.2%	28.5%	-3.2%	11.0%	-2.7%	nt	8.9%	-8.2%	7.3%
CCOC(=O)c1c(-c2ccc(C)o2)csc1NC(=S)NC(=O)c1cccs1	-16.8%	-4.7%	-9.4%	1.5%	-1.9%	?	-33.8%	?	-9.0%
NC(=O)CSc1nnc(-c2ccc(S(=O)(=O)N3CCCC3)cc2)o1	3.5%	-2.4%	1.0%	-3.1%	1.7%	11.2µM*	-8.7%	-0.4%	-5.1%
Cc1ccc(S(=O)(=O)CCc2nnc(N)s2)cc1C	-12.9%	-0.1%	1.6%	-7.6%	52.0%[activator]	-1.5%[59 µM]	-10.5%	-1.7%	7.2%
CSCCC(NC(=O)COc1ccccc1)C(=O)N1CC(C)OC(C)C1 (stereo not given)	-9.7%	nt	nt	7.7%	-19.9%	6.8%[12.7 µM]	-13.4%	11.3%	-2.7%
O=C(Nc1ncccn1)c1cccc(F)c1	-0.7%	10.2%	-3.1%	23.6%	-2.2%	43.8%[59 µM]	-7.0%	1.7%	-5.8%
Cc1nn(-c2ccccc2)c(N2CCCC2)c1/C=C1\N=C(c2ccc(OC(C)C)cc2)OC1=O	-17.6%	-1.8%	-1.8%	4.0%	23.9%	-5.3%[59 µM]	-20.7%	-34.2%	-13.9%
Cc1nnc2sc(SCc3cccc(Cl)c3)nn2c1=O	-17.0%	2.1%	0.3%	-2.0%	34.2%[activator]	7.9%	2.1%	-8.8%	5.5%
O=C(NC1CC1)C1=C[C@H](c2c[nH]c3ccccc23)C[C@H](OCc2ccc(CO)cc2)O1	-6.2%	?	-9.9%	?	31.5%[activator]	-23.6%[59 µM]	?	-32.9%	-27.7%
CCn1cc(C=O)c2cc(S(=O)(=O)N3CCOCC3)ccc21	2.8%	20.2%	0.0%	5.6%	-5.7%	-11.1%	-2.1%	2.6%	-14.1%
COc1ccc(C2(CNC(C)=O)CCOCC2)cc1OC	-13.5%	18.1%	-3.4%	-0.9%	0.5%	16.4%	-11.7%	-5.4%	-10.2%
O=C(NCC1CCCO1)c1ccc(NC(=O)c2cccc(Br)c2)cc1 (stereo not given)	-13.5%	?	-0.9%	1.8%	21.3%	-4.1%[0.501 µM]	4.4%	-1.5%	-5.3%
CC(C)Sc1nc(O)c(Cc2ccccc2)c(=O)[nH]1	8.9%	-15.1%	-7.5%	2.6%	10.4%	?	-4.3%[57.1 µM]	-24.9%	-13.4%
Cc1cccc(CN2C(=O)c3ccccc3S(=O)(=O)c3ccc(C(=O)NCCC4=CCCCC4)cc32)c1	-17.6%	6.1%	-9.7%	nt	12.9%	5.5%[59 µM]	-13.8%	-14.4%	-6.1%
Cc1cc(NC(=O)c2cccc(C(=O)Nc3cc(C)on3)n2)no1	?	-26.2%	0.5%	-0.4%	?	-30.4%[12.7 µM]	?	6.0%	-15.7%
O=C1C=C(c2ccc(OC(F)(F)F)cc2)C[C@@H](c2ccc(Cl)cc2)C1	-19.9%	nt	nt	-17.5%	23.3%	-4.3%[2.33 µM]	23.2%	0.8%	-12.0%

Continued (2 carried over from the part before).
SMILES	POLH inh	POLB inh	BLM helicase inh	APEX1 inh	Pol iota inh	G9a block	JMJD2A Tudor	BAZ2B inh	Pol kappa inh
Cc1cc(NC(=O)c2cccc(C(=O)Nc3cc(C)on3)n2)no1	?	-26.2%	0.5%	-0.4%	?	-30.4%[12.7 µM]	?	6.0%	-15.7%
O=C1C=C(c2ccc(OC(F)(F)F)cc2)C[C@@H](c2ccc(Cl)cc2)C1	-19.9%	nt	nt	-17.5%	23.3%	-4.3%[2.33 µM]	23.2%	0.8%	-12.0%
CSc1ccccc1OCc1cc(C(=O)N(C)C(C)c2nc(C)cs2)no1 (stereo not given)	-10.1%	-0.3%	-5.0%	-14.5%	15.6%	-7.4%	-17.2%	-18.7%	-7.1%
CCCCn1c(=O)[nH]c(=O)c2c1nc(-c1ccc(C(F)(F)F)cc1)n2C	-3.8%	2.0%	-5.5%	0.5%	11.5%	7.7%	-2.1%	-2.6%	-23.3%
Cc1ccc2cc(C)c3nnc(SCC(=O)c4cccs4)n3c2c1C	-7.4%	2.4%	1.4%	10.4%	9.1%	35.5µM*	?	-9.4%	-4.1%
Cc1ccc(COc2ccc(C)nc2[N+](=O)[O-])cc1	-18.4%	-7.7%	-3.9%	-4.1%	123.1%[activator]	31.4%	0.3%	5.5%	-5.7%
O=C(NCC(=O)N(c1cccc(F)c1)C(C(=O)NC1CCCC1)c1cccnc1)c1ccco1 (stereo not given)	-2.5%	1.6%	-3.9%	13.8%	99.2%[activator]	19.9%	-13.4%	2.5%	-14.0%
CCOC(=O)CN(C(=O)CCC(=O)Nc1cc(C)on1)C(C(=O)NC1CCCC1)c1cccnc1 (stereo not given)	-4.7%	7.0%	-1.2%	-0.6%	6.3%	13.5%	-5.0%	-4.4%[57.1 µM]	7.7%
N#CC1=C(N)OC2=C(CC/C2=C\c2ccccc2)C1c1ccccc1 (stereo not given)	-7.2%	?	-0.3%	4.4%	-16.2%	44.7µM*	?	89.1µM*	-4.3%
COc1ccc(-c2cn(CCC(=O)NCc3ccc(C)cc3)c(CCN)n2)cc1	-12.2%	nt	nt	4.9%	-13.1%	7.7%[2.33 µM]	?	?	-2.9%
O=[N+]([O-])c1cccnc1NCCc1ccccc1	0.3%	2.8%	-7.0%	13.2%	62.2%	nt	-20.1%	-15.9%	-5.3%
Cc1ccn2c(Nc3ccccc3C)c(-c3ccc(N4CCOCC4)cc3)nc2c1	-26.5%	0.3%	-7.0%	nt	-1.6%	10µM*	44.7µM*	?	3.4%
CSCCC(NC(=O)c1ccccc1Cl)C(=O)N1CCC1 (stereo not given)	-1.4%	nt	nt	18.1%	36.3%[activator]	-20.5%	-4.1%	10.4%	2.6%
COc1ccc(O)c(C(=O)c2cnc3onc(C(C)C)c3c2)c1	-0.9%	4.8%	-0.3%	-4.2%	6.8%	?	?	?	-14.6%
Cc1cccc(-c2nc3ccccc3n2Cc2ccccc2)c1	-11.5%	1.6%	-3.7%	nt	6.8%	46.5%[59 µM]	44.3%[activator]	127.9%[activator]	-4.7%
CCCCCCOC(=O)C(C#N)c1nc2ccccc2nc1N1CCOCC1 (stereo not given)	-20.7%	-0.3%	-3.9%	-6.6%	8.7%	?	-16.2%	19.8%	-7.7%
NC(=O)CSc1oc(-c2cccs2)nc1S(=O)(=O)c1ccc(Br)cc1	-15.2%	-14.7%	1.3%	nt	10.4%	-2.8%[59 µM]	-5.1%	-34.8%	-2.5%
COc1cccc(C(=O)NC2CCN(CC(=O)NCc3ccccc3F)CC2)c1	-18.6%	24.1%	-0.2%	2.8%	142.4%[activator]	33.1%	-13.0%	-0.4%	2.0%
COc1cccc2c1cc1c(=O)n(CC(=O)NCc3ccc(N(C)C)cc3)nc(C)n12	-9.8%	7.1%	-1.6%	nt	-4.0%	-2.5%[59 µM]	-9.5%	-13.3%	2.5%
Cc1cc(Br)c(NC(=O)CN2CCCC2)c(Br)c1	-4.0%	2.5%	0.4%	25.8%	9.3%	-5.0%	-20.7%	0.6%	-0.2%
Nc1c(C(=O)NCCc2ccccc2)sc2nc(N3CCOCC3)c3c(c12)CCCC3	-19.8%	3.4%	-5.6%	-3.3%	28.2%	15.8µM*	-5.9%	-1.1%	1.8%
CCN1C(=O)CC(NNC(=O)c2ccccc2)C1=O (stereo not given)	-28.3%	-0.1%	-4.0%	-2.3%	23.9%	20.0%	-8.4%	-9.3%	-14.4%

Given with values under each structure: four of the compounds above.
Order of values – POLH inh	POLB inh	BLM helicase inh	APEX1 inh	Pol iota inh	G9a block	JMJD2A Tudor	BAZ2B inh	Pol kappa inh
> COc1ccc(-c2cn(CCC(=O)NCc3ccc(C)cc3)c(CCN)n2)cc1
→ -12.2%	nt	nt	4.9%	-13.1%	7.7%[2.33 µM]	?	?	-2.9%
> Cc1cccc(-c2nc3ccccc3n2Cc2ccccc2)c1
→ -11.5%	1.6%	-3.7%	nt	6.8%	46.5%[59 µM]	44.3%[activator]	127.9%[activator]	-4.7%
> CCCCn1c(=O)[nH]c(=O)c2c1nc(-c1ccc(C(F)(F)F)cc1)n2C
→ -3.8%	2.0%	-5.5%	0.5%	11.5%	7.7%	-2.1%	-2.6%	-23.3%
> CCOC(=O)CN(C(=O)CCC(=O)Nc1cc(C)on1)C(C(=O)NC1CCCC1)c1cccnc1 (stereo not given)
→ -4.7%	7.0%	-1.2%	-0.6%	6.3%	13.5%	-5.0%	-4.4%[57.1 µM]	7.7%
